# ASAP1 inh: blocks human ASAP1-stimulated Arf1 GTP hydrolysis. GDP FP detection. inhibition, % at 16.5 µM. 360,000 compounds, 0.19% hits. AID 624377; in the data active = inhibition above about 25%;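 also: 0% = vehicle with enzyme and substrate and 100% = no enzyme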
# Target sequence (Q9ULH1 325-724 limits assumed): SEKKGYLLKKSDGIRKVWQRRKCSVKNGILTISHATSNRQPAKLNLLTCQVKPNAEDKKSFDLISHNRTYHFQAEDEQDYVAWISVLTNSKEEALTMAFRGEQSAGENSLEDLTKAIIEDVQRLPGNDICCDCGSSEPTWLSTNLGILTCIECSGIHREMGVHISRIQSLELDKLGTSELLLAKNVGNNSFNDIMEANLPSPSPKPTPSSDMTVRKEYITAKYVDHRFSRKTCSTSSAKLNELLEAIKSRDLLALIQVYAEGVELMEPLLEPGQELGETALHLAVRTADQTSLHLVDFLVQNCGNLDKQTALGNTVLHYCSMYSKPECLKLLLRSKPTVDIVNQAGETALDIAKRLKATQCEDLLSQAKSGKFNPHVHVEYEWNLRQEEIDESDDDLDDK
# PG9 binder: small molecules binding HIV-1 gp120 antibody PG9; 360,000 compounds, 0.43% hits; inhibition, % at 6.7 µM; TR-FRET gp120-PG9 antibody binding; AID 624416; in the data active = inhibition above about 8.5%
# rCAG RNA binder: binds r(CAG) RNA repeats; 370,000 compounds, 1.3% hits; inhibition, % at 3 µM; r(CAG) RNA repeat, TO-PRO-1 dye displacement fluorescence;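 active = inhibition above the plate cutoff, the mean of all test compounds on that plate plus 3 SD, cut at about 35% in these data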;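 also: 0% = DMSO alone and 100% = 100 µM mitoxantrone as full dye displacement; higher means more dye released from RNA so lower well fluorescence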
# ARFGAP1 inh: inhibitors of rat ARFGAP1 | Q62848 | Arfgap1-stimulated ARF1 GTP hydrolysis, GDP FP detection | inhibition, % at 16.5 µM | 360,000 compounds, 0.26% hits;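 active = inhibition above a per-plate limit, mean inhibition of low control wells plus 3 SD, cut at about 25% in these data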;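 also: 0% = DMSO wells with enzyme and 100% = wells lacking Arfgap1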
# Target sequence (Q62848 1-136 limits assumed): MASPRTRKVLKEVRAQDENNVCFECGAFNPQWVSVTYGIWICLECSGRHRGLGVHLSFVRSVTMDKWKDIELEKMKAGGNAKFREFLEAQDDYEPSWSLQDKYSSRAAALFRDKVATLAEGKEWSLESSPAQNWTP
#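 System: truncated rat Arfgap1 GAP domain / Benchmarks: high control wells lacking Arfgap1, low control full reaction with DMSO / Times: compound-enzyme preincubation 20 min, reaction 120 min, detection 60 min, 25 °C / Repeats: one replicate per compound / Also added: human ARF1(Δ1-17)-GTP substrate / Measured by: Tracer-displacement fluorescence polarization with EDTA stop, 620/688 nm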
# GC-B act: GC-B (human) receptor activation | P20594 | HEK293-GC-B cells, CNP EC30, cGMP TR-FRET; 0% at EC30 CNP, 100% saturating CNP | activation, % at 10 µM | 370,000 compounds, 0.11% hits;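 active = activation at 10 µM reaching about 35% in either raw or pattern-adjusted values, limit read from the data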
# HTRA1 inh: blocks human HTRA1 serine peptidase; 340,000 compounds, 0.5% hits; Q92743; recombinant HTRA1, FP-rhodamine activity-based probe, fluorescence polarization; inhibition, % at 5.96 µM; in the data active = inhibition above about 36%;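 also: 0% = enzyme with DMSO and 100% = wells lacking enzyme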
# GC-A act: GC-A (human) enzyme activation | P16066 | HEK293 GC-A cells, cGMP TR-FRET, EC30 ANP; 0% at EC30 ANP, 100% saturating ANP | activation, % at 10 µM | 370,000 compounds, 0.14% hits | AID 1671463; in the data active = activation above about 40%
# SMARCA2 act: increases SMARCA2 function in MMTV reporter cells | 370,000 compounds, 1% hits | MG213 cells, MMTV-luciferase reporter, dexamethasone, overnight | activation, % at 9.1 µM | AID 652017; in the data active = activation above about 7.8%;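 also: 0% = vehicle wells and 100% = reference activator wells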
# NR1D1 modulator: Rev-erb alpha (human) modulation; 370,000 compounds, 0.79% hits; Rev-erbα–FITC-DNA binding, fluorescence polarization, 90 min; activity, % at 10 µM;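 active = activity above about 14%, limit read from the data; passing the limit was not always enough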;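 also: 0% = DMSO wells with 35 nM protein and 100% = DMSO wells with 750 nM protein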
# ABHD4 inh: inhibitors of mouse ABHD4. Q8VD66. purified mABHD4, FP-Rh probe fluorescence polarization. inhibition, % at 8.92 µM. 370,000 compounds, 0.54% hits. AID 720543;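 active = inhibition exceeding the mean over every tested compound plus 3 SD, cut at about 30% in these data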;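 also: 0% = plate median of compound wells and 100% = S159A mutant with DMSO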
# Target sequence (Q8VD66 whole entry, looked up): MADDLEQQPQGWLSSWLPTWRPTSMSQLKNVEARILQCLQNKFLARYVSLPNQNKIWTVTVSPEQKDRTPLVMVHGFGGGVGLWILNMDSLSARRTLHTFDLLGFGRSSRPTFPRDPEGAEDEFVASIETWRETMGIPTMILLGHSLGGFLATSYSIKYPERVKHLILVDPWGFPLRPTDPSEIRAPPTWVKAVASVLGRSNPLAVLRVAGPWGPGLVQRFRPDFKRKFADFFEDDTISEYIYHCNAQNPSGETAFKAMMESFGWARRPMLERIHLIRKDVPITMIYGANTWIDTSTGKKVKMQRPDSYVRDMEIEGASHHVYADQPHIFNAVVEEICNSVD
#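 Assay system: Wild-type mouse ABHD4 protein | Medium: HEPES pH 7.0 buffer, 150 mM NaCl, 0.01% Pluronic F-127 | Incubation: Enzyme–compound pre-incubation 45 min, then probe 60 min, both 25 °C | Technique: Fluorescence polarization with parallel and perpendicular emission, 525/598 nm | Evaluation: % inhibition of FP-Rh probe binding versus controls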
# * hit, by the source's call; · = no result given. Compounds as they come. About 4.4% of those tested had a hit in this group.
no.	SMILES	ASAP1 inh	PG9 binder	rCAG RNA binder	ARFGAP1 inh	GC-B act	HTRA1 inh	GC-A act	SMARCA2 act	NR1D1 modulator	ABHD4 inh
1	Cc1nc2ncnn2c(N2CCC(C(=O)NCC3CCCO3)CC2)c1Cc1ccccc1 (stereo unspecified)	·	·	·	·	3	-4	7	·	5	·
2	COc1ccc(-n2nc3c(N4CCC(C(=O)NCc5ccccc5)CC4)nnc(C)c3c2C)cc1	6	-1.9	-3	27*	-7	-2	-1	0	54*	-10
3	COC(=O)Cc1c(C(=O)OC)nnn1-c1cccc(C(F)(F)F)c1	6	1.6	1	5	0	3	2	1	12	4
4	COc1cc(S(=O)(=O)N2CCCCC2)ccc1NC=O	8	-0.7	-1	9	2	-6	8	0	-3	-3
5	c1cncc(C(c2nnnn2C2CCCCC2)N2CCCCC2)c1 (stereo unspecified)	-4	0.3	-10	1	0	-5	-6	0	1	4
6	Cc1cccc(NCc2ccc(Br)cc2)n1	-4	-0.1	0	4	-1	0	-5	1	-5	3
7	COc1ccc(CN(C)C(=O)C23CC4CC(CC(Cl)(C4)C2)C3)c(OC)c1OC	4	-0.3	-8	-2	-7	2	-1	-2	1	-7
8	CC(C)CN(C(=O)COC(=O)CSc1ccc([N+](=O)[O-])cc1)C1CCS(=O)(=O)C1 (stereo unspecified)	-4	-1.3	-4	-10	-8	0	0	1	4	1
9	Cc1ccc(NC(=O)C(=O)NCc2ccc(/C=N/NC(=O)c3c(C)nc4ccccn34)o2)cc1	-11	-0.9	3	-3	-4	-3	-1	3	-4	4
10	COc1ccc(NC(=O)NNC(=O)c2ccc(-c3ccccc3)cc2)c(OC)c1	-3	-0.9	5	-4	-5	-9	1	-1	1	-7
11	O=C(N/C(=C\c1ccc(Br)cc1)C(=O)N1CCCC1)c1ccccc1F	-5	-0.3	-7	2	-2	5	0	0	-3	7
12	COCCOC(=O)c1c(NC(=O)CNC2CCCc3ccccc32)sc(C(N)=O)c1C (stereo unspecified)	2	1.5	1	5	3	-4	4	0	-6	-4
13	COc1ccccc1N1CCN(C(=O)c2cccc(NC3=NC4CS(=O)(=O)CC4S3)c2)CC1 (stereo unspecified)	-16	-0.4	3	-3	4	2	0	3	2	-2
14	CCOC(=O)c1ccc(NC(=O)c2nc[nH]c2C(=O)N2CCc3ccccc3C2)cc1	9	-3.4	0	6	7	-11	-4	-1	4	-5
15	CN(C)c1nc(N)nc(N(c2ccccc2)c2ccccc2)n1	4	2.9	1	1	-1	2	-3	-3	4	1
16	CCCCc1c(O)nc(SCC(=O)N2CCOCC2)n(-c2ccccc2OC)c1=O	-6	-3.3	-2	3	-5	5	3	-1	0	-4
17	CCCNC(=O)c1cc2c3ccccc3n(C)c2s1	3	1.2	4	6	-4	-7	0	-2	1	1
18	CCOC(=O)NC1(Nc2cccc(Cl)c2)Oc2ccccc2O1	2	-0.3	9	5	3	21	-1	1	-3	32*
19	O=C(COC(=O)c1c[nH]c(=O)[nH]c1=O)Nc1ccccc1Br	-5	-0.5	-4	-7	0	0	2	-4	-5	5
20	O=C(/C=C/c1ccc(Cl)c(Cl)c1)Nc1cccnc1	14	-1.6	1	7	-10	-26	0	3	-6	-17
21	CCCCCCC(=O)N/N=C/Cc1ccccc1	-7	-0.8	-3	-1	2	-10	0	4	2	-3
22	Cc1cccc2c1cnn2C(=O)CCC(=O)NCC(C)c1ccccc1 (stereo unspecified)	-14	-4.1	0	8	-4	-5	-4	-3	0	1
23	COc1cc(OC)cc(-c2cc3cc(F)ccc3cn2)c1	9	-0.6	0	8	-3	-38	1	6	-7	1
24	Cc1cccc(Cc2c(C)nc3nc(SCC(=O)O)nn3c2C)c1	0	-3.3	2	1	0	-9	2	-1	0	4
25	O=c1[nH]c(=S)n(-c2cccc(C(F)(F)F)c2)c(O)c1C=NCCN1CCNCC1	-13	-1.0	3	8	2	2	-2	-4	-3	1
26	COc1cc(C(=O)NC2CCN(CC(=O)Nc3cccc(C)c3C)CC2)cc(OC)c1OC	-2	-1.0	0	-1	-1	1	-1	-2	4	-1
27	O=C(Nc1cccc(S(=O)(=O)N2CCCCC2)c1)c1ccc([N+](=O)[O-])o1	-1	-2.4	6	-8	-1	0	-7	3	-3	7
28	COc1cccc(CNC(=O)COC(=O)c2ccc(-c3ccc(O)cc3)cc2)c1	-11	-0.8	8	6	0	-2	1	3	-7	-6
29	Cc1ccc2c(c1)oc(=O)n2CC(=O)c1ccccc1	-3	1.0	0	9	2	3	2	-6	-8	-2
30	N#Cc1ccc(NC(=O)COC(=O)c2ccc(F)c(S(=O)(=O)N3CCOCC3)c2)cc1	-9	1.8	3	10	-1	-2	-1	-2	5	3
31	COCc1cccc(-c2csc(C(C)(O)c3ccc(OC)cc3)n2)c1 (stereo unspecified)	-5	1.7	0	17	4	·	0	3	-3	-7
32	CCC(=O)Nc1ccc2nn(-c3ccc(F)cc3)nc2c1	12	-4.3	0	13	-6	-15	-34	9.0*	-14	-7
33	Cc1ccc(-n2c(SCC(=O)Nc3ccc(S(=O)(=O)Nc4cc(C)nc(C)n4)cc3)nnc2-c2ccncc2)cc1	·	·	30	·	-2	·	1	-2	-2	-5
34	Nc1nc(NC(=O)/C=C/c2ccccc2)nn1-c1ccccc1	-6	-3.5	4	-6	2	6	2	0	0	-7
35	COC(=O)c1cc(COc2ccc3ccc(=O)oc3c2)c(C)o1	8	-0.5	-4	10	-16	3	-4	-1	-3	2
36	CCOC(=O)c1nnn(-c2nonc2N)c1CNc1ccc(C)c(Br)c1	-14	1.4	6	5	-3	-14	-3	-4	0	-18
37	COCCSc1nnc(NC(=O)Cc2ccc(OC)cc2)s1	5	-0.9	-4	-5	2	3	-4	1	2	-3
38	CC(=O)c1ccc(-c2ccc(C(=O)N(C)Cc3nc4ccccc4c(=O)[nH]3)o2)cc1	0	-0.3	4	-14	1	4	0	-1	-4	4
39	CCCCCCCC1CC(=O)C=C(C)C1C(=O)OCC (stereo unspecified)	-14	-2.8	-8	6	-4	·	10	-2	0	-3
40	O=C(CN1C(=O)NC2(CCCC2)C1=O)OCc1ccc(Br)cc1	-9	-1.4	0	-7	5	-4	-3	-2	10	-8
41	CC(C)N(CCO)C(=O)CCc1nnc(Cc2cccc(C(F)(F)F)c2)o1	6	0.2	-7	15	3	4	3	3	-3	-1
42	Cc1ccc(NC(=O)CSc2nc(N)c3c4c(sc3n2)CSC(C)(C)C4)cc1	-8	-0.6	14	-3	-1	-75	-2	-5	11	-2
43	Cc1ccc(C2=NOC3(CC(=O)N(c4ccc(C)cc4)C3=O)C2)cc1 (stereo unspecified)	7	0.2	5	11	0	4	1	0	0	1
44	O=C(Oc1ccc(Br)cc1)C1CC(=O)N(c2ccc(F)cc2)C1 (stereo unspecified)	-8	0.5	-3	17	3	2	4	-2	2	-9
45	Cc1ccc(NCc2nnc(SCC(=O)O)n2-c2ccc(C)cc2)cc1	-11	-0.1	8	1	-2	4	1	1	3	2

# Two entries from above in another layout:
39	CCCCCCCC1CC(=O)C=C(C)C1C(=O)OCC (stereo unspecified)
  ASAP1 inh: -14	PG9 binder: -2.8	rCAG RNA binder: -8	ARFGAP1 inh: 6	GC-B act: -4	HTRA1 inh: ·	GC-A act: 10	SMARCA2 act: -2	NR1D1 modulator: 0	ABHD4 inh: -3

31	COCc1cccc(-c2csc(C(C)(O)c3ccc(OC)cc3)n2)c1 (stereo unspecified)
  ASAP1 inh: -5	PG9 binder: 1.7	rCAG RNA binder: 0	ARFGAP1 inh: 17	GC-B act: 4	HTRA1 inh: ·	GC-A act: 0	SMARCA2 act: 3	NR1D1 modulator: -3	ABHD4 inh: -7

# New compounds follow
no.	SMILES	ASAP1 inh	PG9 binder	rCAG RNA binder	ARFGAP1 inh	GC-B act	HTRA1 inh	GC-A act	SMARCA2 act	NR1D1 modulator	ABHD4 inh
46	FC(F)(F)c1nc2ccccc2c2nc3ccccc3n12	4	-2.0	3	-3	-4	-5	-1	3	8	3
47	CCN1CCN(C(=O)CN(c2ccccc2C)S(C)(=O)=O)CC1	9	-0.1	-3	-8	6	3	1	2	-1	3
48	Cc1cnc(NC(=O)c2ccc3ncsc3c2)s1	0	1.0	1	-11	-8	-4	0	4	-3	2
49	Cc1nc(CNC(=O)C2CCC(=O)N(Cc3cccc(F)c3)C2)sc1C (stereo unspecified)	-9	-0.9	-4	-2	6	2	5	-1	4	7
50	O=C(CSc1nc2ccccc2o1)Nc1nc2c(s1)CCCC2	8	-0.7	3	-8	-1	-25	0	-7	1	-23
51	CC1(C)Cc2ccccc2C(=O)N1	9	1.1	2	-3	5	1	3	0	-3	0
52	Cc1cc(C(=O)Cn2cc(C(F)(F)F)ccc2=O)c(C)n1CC1CCCO1 (stereo unspecified)	-7	0.6	1	7	-3	3	2	-3	0	4
53	Cc1nn(-c2cccc(C(F)(F)F)c2)c(Cl)c1/C=N/n1cnnc1	1	1.2	-4	-4	-5	4	1	-1	4	3
54	Cc1ccc(-n2nnnc2-c2cnc3cc4c(cc3c2C)OCO4)cc1	1	-0.6	1	0	7	5	4	-2	-2	7
55	CCCCOC(=O)Cn1c(=O)c2c(nc3n2CCCCN3c2ccc(C)cc2)n(C)c1=O	5	-3.7	-4	-8	5	-1	11	0	-5	-1
56	Cc1cc(C)c(OCCCCN2CCC(C)CC2)c(Br)c1	0	0.8	-1	2	0	-7	-3	-2	-1	9
57	CN(CCc1ccccn1)C(=O)CCC1CCCN(C(=O)CCOc2ccccc2)C1 (stereo unspecified)	8	-2.1	-11	-1	2	2	5	0	0	-4
58	C[C@H]1CN([C@@H](C)CO)C(=O)c2cc(NC(=O)Nc3cccc4ccccc34)ccc2O[C@@H]1CN(C)Cc1ccc(-c2ccccc2)cc1	16	-2.6	11	7	-6	-75	3	0	0	-33
59	Brc1cc2c(cc1CSc1ncccn1)OCO2	-2	0.5	-2	7	0	-2	-2	-2	1	3
60	O=C(c1n[nH]c(=O)c2ccccc12)N1CCN(S(=O)(=O)c2ccccc2Cl)CC1	25*	-1.4	0	-1	3	1	7	2	-4	2
61	CCOC(=O)C1CCN(C(=O)COc2ccc(Cl)cc2)CC1	4	0.1	-6	9	10	4	-1	-4	-4	2
62	CCOC(=O)[C@]12CCC=C1N(Cc1cccc3ccccc13)C(=O)[C@H](CC(=O)NCC13CC4CC(CC(C4)C1)C3)C2	3	0.3	14	4	4	·	2	-3	-8	-4
63	CN(C)C1(CNC(=O)C2CCN(S(=O)(=O)c3cc(Cl)ccc3Cl)CC2)CCCCC1	7	2.1	-4	-10	-1	-5	-2	-2	-3	2
64	O=c1c2[nH]c3ccccc3c2ncn1Cc1ccncc1	10	0.6	2	6	-8	1	4	2	1	-5
65	COc1cccc(OC)c1C(=O)Nc1ccc(C)cc1C(=O)c1ccccc1	5	-0.7	3	-1	-6	-3	-3	1	1	-4
66	Cc1ccccc1NC(=O)COc1ccc(S(=O)(=O)N2CCCC2)cc1C	-5	-2.4	-5	-3	-5	-4	-6	-1	-3	1
67	Cc1ccc2[nH]c(=O)c(CN(Cc3nnnn3C3CCCC3)C3CCCCC3)cc2c1	-4	0.9	0	4	0	-6	0	-1	-6	15

# High-throughput results: PubChem, several laboratories
